# EBNA-1 inh = EBNA-1 DNA-binding inhibitors, primary screen, biochemical, fluorescence polarization; 300,000 tested, 0.34% active; inhibition, % at 14.8 µM; in the data active = inhibition above about 28%
# LYPLA1 inh = LYPLA1 inhibitors, primary screen, counter-screen for PME1 inhibitor project, biochemical, fluorescence polarization, FP-Rh probe ABPP; Acyl-protein thioesterase 1 (Homo sapiens), O75608; recombinant LYPLA1; inhibition, % at 5.9 µM; 320,000 tested, 0.16% active;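 active = inhibition above the mean of all tested compounds plus 3 SD, set per campaign, cut at about 14% in these data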;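 also: inhibitors block serine hydrolase probe labeling of LYPLA1 so polarization falls; 0% = enzyme with DMSO and 100% = wells lacking LYPLA1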
# LYPLA2 inh = LYPLA2 inhibitors, primary screen, counter-screen for PME1 inhibitor project, biochemical, fluorescence polarization, FP-Rh probe ABPP | recombinant LYPLA2 | inhibition, % at 5.9 µM | Acyl-protein thioesterase 2 (Homo sapiens), O95372 | 320,000 tested, 0.38% active | AID 2177, 2009;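 active = inhibition above the screen-wide mean plus 3 SD, limit set per campaign, cut at about 26% in these data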;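 also: 0% = LYPLA2 with DMSO and 100% = wells lacking LYPLA2 enzyme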
# PAFAH2 inh = PAFAH2 enzyme inhibitors, primary screen, biochemical, fluorescence polarization, human. Platelet-activating factor acetylhydrolase 2, cytoplasmic (Homo sapiens), Q99487. inhibition, % at 3.39 µM. recombinant PAFAH2, FP-rhodamine activity probe. 340,000 tested, 0.99% active. AID 492956, 2010;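 active = inhibition above the mean over all tested compounds plus 3 SD, cut at about 30% in these data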;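 also: inhibitors block probe labeling of enzyme so polarization drops; 0% = enzyme with DMSO and 100% = wells lacking PAFAH2 protein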
# PAFAH1B3 FP inh = PAFAH1B3 enzyme inhibitors, primary screen, biochemical, fluorescence polarization, human. Platelet-activating factor acetylhydrolase IB subunit alpha1 (Homo sapiens), Q15102. recombinant PAFAH1B3, FP-rhodamine probe. inhibition, % at 3.39 µM. 340,000 tested, 0.28% active. AID 492972, 2010;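 active = inhibition above the screen-wide average of all tested compounds plus 3 SD, cut at about 25% in these data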;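 also: 0% = enzyme with DMSO only and 100% = wells lacking PAFAH1B3 protein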
# Target sequence (Q15102 whole entry, looked up): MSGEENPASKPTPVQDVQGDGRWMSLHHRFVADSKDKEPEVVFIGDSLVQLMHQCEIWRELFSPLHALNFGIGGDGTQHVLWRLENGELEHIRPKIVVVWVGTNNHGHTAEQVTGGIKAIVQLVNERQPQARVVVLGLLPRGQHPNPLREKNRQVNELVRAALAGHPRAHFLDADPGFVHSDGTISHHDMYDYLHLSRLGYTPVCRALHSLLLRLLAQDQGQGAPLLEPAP
# PAFAH1B2 FP inh = PAFAH1B2 enzyme inhibitors, primary screen, biochemical, fluorescence polarization, human. inhibition, % at 3.39 µM. 340,000 tested, 1.2% active. Platelet-activating factor acetylhydrolase IB subunit alpha2 (Homo sapiens), P68402. recombinant PAFAH1B2, FP-rhodamine activity probe;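 active = inhibition above the mean of all tested compounds plus 3 SD, cut at about 24% in these data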;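 also: 0% = enzyme with DMSO and 100% = wells lacking PAFAH1B2; many of its hits are not listed in these tables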
# ZTA DNA inh = ZTA (EBV) inhibition in EBNA-1 counter-screen. inhibition, % at 11 µM. P03206. ZTA-DNA binding, fluorescence polarization. 320,000 tested, 0.15% active. AID 2234; in the data active = inhibition above about 33%
# pPAFAH inh = pPAFAH enzyme inhibitors, primary screen, biochemical, fluorescence polarization, human; recombinant pPAFAH, FP-rhodamine probe fluorescence polarization; inhibition, % at 3.39 µM; 330,000 tested, 1.5% active; AID 463082, 2010;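 active = inhibition above the mean inhibition across the screen plus 3 SD, cut at about 25% in these data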;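 also: inhibitors block binding of the rhodamine activity-based probe so polarization drops; 0% = enzyme with DMSO and 100% = wells lacking pPAFAH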
# PREPL inh = PREPL enzyme inhibitors, primary screen, biochemical, fluorescence polarization. Prolyl endopeptidase-like (Homo sapiens), Q4J6C6. recombinant PREPL, fluorescence polarization activity-based probe. inhibition, % at 5.96 µM. 320,000 tested, 0.68% active; in the data active = inhibition above about 43%;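 also: 0% = enzyme with DMSO and 100% = wells lacking enzyme; many of its hits are not listed in these tables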
# Target sequence (Q4J6C6 whole entry, looked up): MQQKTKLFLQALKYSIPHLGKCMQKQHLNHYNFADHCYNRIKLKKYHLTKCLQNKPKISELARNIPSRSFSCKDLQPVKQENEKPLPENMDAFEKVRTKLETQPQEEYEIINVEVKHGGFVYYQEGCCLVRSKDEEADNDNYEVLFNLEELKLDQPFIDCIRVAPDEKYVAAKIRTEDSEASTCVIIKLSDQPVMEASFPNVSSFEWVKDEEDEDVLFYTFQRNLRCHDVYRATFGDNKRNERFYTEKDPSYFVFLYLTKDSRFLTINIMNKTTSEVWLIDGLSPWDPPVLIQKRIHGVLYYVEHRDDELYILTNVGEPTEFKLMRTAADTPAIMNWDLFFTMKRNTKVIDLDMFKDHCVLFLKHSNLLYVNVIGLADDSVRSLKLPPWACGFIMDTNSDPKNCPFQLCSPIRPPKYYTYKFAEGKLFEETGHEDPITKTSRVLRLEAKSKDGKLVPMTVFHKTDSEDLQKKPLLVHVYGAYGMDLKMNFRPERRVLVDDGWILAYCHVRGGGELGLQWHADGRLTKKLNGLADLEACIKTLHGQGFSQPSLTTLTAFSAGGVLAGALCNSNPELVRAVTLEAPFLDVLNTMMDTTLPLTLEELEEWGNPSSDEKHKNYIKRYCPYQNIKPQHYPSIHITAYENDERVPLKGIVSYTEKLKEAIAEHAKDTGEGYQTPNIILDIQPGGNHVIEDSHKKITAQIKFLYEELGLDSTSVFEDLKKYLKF
# Active calls of the source: *; · = not tested or not shown. This is a subset. The share of hits here may be higher or lower than overall.
# The line under a structure holds: EBNA-1 inh	LYPLA1 inh	LYPLA2 inh	PAFAH2 inh	PAFAH1B3 FP inh	PAFAH1B2 FP inh	ZTA DNA inh	pPAFAH inh	PREPL inh
- COc1ccc(N2C(=O)CC2(/C=C/c2ccccc2OC)C(=O)NC2CCCC2)cc1 (centres undefined)
→ 3	-6	-4	-1	7	3	10	7	5
- Cc1ccc(C(=O)/C=C\NCc2ccccc2)cc1
→ -1	-1	2	0	-1	-2	-2	1	11
- O=C(CSc1cc([N+](=O)[O-])cc(S(=O)(=O)Cc2ccccc2)c1)NC1CC1
→ 10	2	-3	5	10	2	8	15	10
- COc1ccc(OCCCC(=O)N(C)CC(=O)Nc2ccccc2Cl)cc1
→ 2	1	-2	4	2	5	-7	0	4
- CC1(C)CC(=O)c2sc(N)nc2C1
→ 14	2	4	2	4	5	2	1	-8
- O=C1C=C(N2CCCCC2)C2(CCCCC2)O1
→ 3	2	-3	-1	6	8	-7	3	6
- COc1cc(/C=N/NC(=O)C2COc3ccccc3O2)cc(OC)c1OC (centres undefined)
→ -7	-2	5	2	4	2	0	4	-3
- COc1ccc(CNC(=O)c2cccc3c2C(=O)N(Cc2cccnc2)C3)cc1
→ 1	6	9	3	-2	-2	-9	0	12
- Cc1csc2ncc(C(=O)Nc3ccc(C(F)(F)F)cc3)c(=O)n12
→ 13	3	2	-4	-4	1	14	8	5
- CC(C)C(=O)Nc1ccc(Nc2ccccc2)cc1
→ 9	1	2	-6	3	0	9	7	12
- CCOC(=O)N1CCC(C(N)=O)CC1
→ -1	2	3	0	-1	1	0	1	-7
- Cc1ccccc1C(=O)O/N=C/c1c(N2CCOCC2)n(C)c2ccccc12
→ 7	-4	-2	0	0	3	1	1	0
- COc1cc(NC(=O)C(=O)NCCN2CCNCC2)c(OC)cc1Cl
→ 4	-1	1	5	10	7	5	3	3
- O=C(Nc1ccccc1)c1cccc(=O)o1
→ -7	-1	1	-2	9	2	-1	-4	7
- Cc1ccc(S(=O)(=O)NCCC(=O)OCC(=O)N(Cc2ccccc2)C(C)(C)C)cc1C
→ 9	2	1	3	-1	13	4	4	9
- O=C(Nc1ccc(Br)c2cccnc12)c1ccc(Cn2cc([N+](=O)[O-])cn2)o1
→ -7	1	-4	-12	-4	-5	-4	3	30
- CN(C)C=Nc1ncc2c3ccccc3n(Cc3ccccc3)c2c1C#N
→ -7	2	2	-4	-13	6	-6	-1	2
- Cc1[nH][nH]c(=O)c1C(c1ccc(O)c([N+](=O)[O-])c1)c1c(C)[nH][nH]c1=O
→ -2	4	-2	1	1	7	-6	4	-3
- O=C(CCCCCn1c(=O)[nH]c2ccccc2c1=O)NCCc1c[nH]c2ccccc12
→ -12	4	0	4	4	10	0	-6	-8
- COCCCNC(=O)C1CC(=O)N(c2ccc(C)cc2)C1 (centres undefined)
→ 1	1	2	9	2	6	-1	1	7
- Cc1oc(-c2ccccc2)nc1CS(=O)CC(=O)O (centres undefined)
→ 0	-3	-6	1	14	4	-5	2	1
- CCc1nnc(N2C(=O)c3cccc4cccc(c34)C2=O)s1
→ 1	1	7	-4	2	-4	8	3	-2
- O=C(CN1CCc2ccccc21)Nc1ccc2c(c1)OCO2
→ -9	-10	-13	-4	-2	-9	-11	8	-11
- Cc1ccc(S(=O)(=O)NCCN=Cc2ccc(N(C)C)cc2)cc1
→ 5	-2	5	-21	4	1	5	5	-3
- CCc1cccc(NC(=O)NC2CCCCC2)c1
→ -20	1	2	9	-2	3	15	-2	1
- Cc1ccc(CN2CCN(C(=O)CCN3C(=O)c4ccccc4C3=O)CC2)cc1
→ 5	4	0	6	1	2	-20	7	26
- CC(=O)c1ccc(NC(=S)NC(=O)CC(C)C)cc1
→ 9	1	8	4	7	5	-4	-2	-2
- COCCN(Cc1ccccc1)C(=O)C1CCN(S(=O)(=O)c2ccc3c(c2)OCCO3)CC1
→ ·	1	5	7	10	4	18	1	10
- COc1cc(/C=N/Nc2nc3ccccc3[nH]2)cc(OC)c1O
→ 1	7	4	4	5	6	-15	15	15
- CCOC(=O)N/N=C/c1ccc(OCCSc2ccc(Cl)cc2)c(OCC)c1
→ -1	-6	-10	6	1	10	-3	21	41
- COc1ccccc1C(=O)N/C(=C/c1ccc(Br)cc1)C(=O)NCCO
→ -13	-5	0	-10	3	-1	-5	-2	11
- COc1ccc(NC(=O)c2ccc(NC(=O)COC(=O)c3cnc(C)cn3)cc2)cc1
→ -12	-6	-6	-3	4	-2	4	-3	13
- COC(=O)C(NC(=O)c1c(C)nn(C)c1Cl)c1ccccc1 (centres undefined)
→ -3	0	2	-4	2	3	-5	0	-1
- COc1ccc(Cl)cc1C(=O)Nc1ccc(S(N)(=O)=O)cc1
→ 8	1	-5	4	2	4	5	0	-4
- Fc1cccc2sc(Nc3nc4ccccc4s3)nc12
→ 14	-7	21	-8	8	7	11	4	10
- Cc1ccc(S(=O)(=O)N2CCC(=O)N(C(COCc3ccc(Cl)c(Cl)c3)Cc3ccccc3)CC2)cc1 (centres undefined)
→ -4	1	4	·	·	·	-19	-2	15
- O=C(COc1ccc(S(=O)(=O)N2CCOCC2)cc1)Nc1ccccc1Cl
→ 2	1	4	2	4	-1	1	2	8
- O=C(CNC(c1ccccc1)c1ccccc1)Nc1ccccc1F
→ -10	-2	-1	6	-4	6	-6	47*	-4
- CCOc1ccc2nc(NCCCO)[nH]c2c1
→ 6	2	3	-3	-1	-4	-14	5	11
- Cc1nc2ccsc2c(=O)n1-c1cccc(Cl)c1
→ -4	-1	-6	1	11	1	-5	0	11
- Cc1ccc(C2NCCS2)cc1 (centres undefined)
→ 0	4	8	-6	3	1	2	3	0
- Cn1c(=O)n(Cc2ccccc2)c(=O)c2c1nc1n2CCN1Cc1ccco1
→ 4	-3	4	0	0	-3	8	6	7
- Cc1c(C(=O)NCCSCc2ccccc2)cccc1[N+](=O)[O-]
→ -6	0	2	2	9	5	-18	2	11
- C=CCNC(=S)NN(c1ccccc1)c1ccccc1
→ 6	-3	1	-4	12	7	3	3	2
- O=C(Nc1nc(-c2ccccc2)nc2ccccc12)c1ccc(F)cc1
→ 4	-2	1	-12	0	-2	3	1	-9
- CN(C)CCNC(=O)C(=O)Nc1ccc2c(c1)N(S(=O)(=O)c1cccs1)CCC2
→ -16	-1	4	10	0	5	-9	5	5
- Cc1ccccc1Nc1n[nH]c(C)c1[N+](=O)[O-]
→ -2	-6	0	9	1	0	-7	0	2
- Cn1cccc1Cc1nnc(SCC(=O)N2CCOCC2)n1CCc1ccccc1
→ -7	-2	-3	2	-3	3	11	0	5
- O=C(N/N=C/c1ccc([N+](=O)[O-])cc1)c1ccc2nc[nH]c2c1
→ 4	3	1	-1	-1	-1	4	3	6
- CCCOC1CCCN(C(=O)c2cc(COc3ccc(-n4cncn4)cc3)on2)C1 (centres undefined)
→ -10	-1	-1	2	4	5	-4	-4	21

# Structures shown so far that have two or more sulfur atoms:
# The line under a structure holds: EBNA-1 inh	LYPLA1 inh	LYPLA2 inh	PAFAH2 inh	PAFAH1B3 FP inh	PAFAH1B2 FP inh	ZTA DNA inh	pPAFAH inh	PREPL inh
- O=C(CSc1cc([N+](=O)[O-])cc(S(=O)(=O)Cc2ccccc2)c1)NC1CC1
→ 10	2	-3	5	10	2	8	15	10
- Fc1cccc2sc(Nc3nc4ccccc4s3)nc12
→ 14	-7	21	-8	8	7	11	4	10
- CN(C)CCNC(=O)C(=O)Nc1ccc2c(c1)N(S(=O)(=O)c1cccs1)CCC2
→ -16	-1	4	10	0	5	-9	5	5

# Further entries.
# The line under a structure holds: EBNA-1 inh	LYPLA1 inh	LYPLA2 inh	PAFAH2 inh	PAFAH1B3 FP inh	PAFAH1B2 FP inh	ZTA DNA inh	pPAFAH inh	PREPL inh
- O=C(O)c1cc(S(=O)(=O)Nc2ccc3oc(=O)sc3c2)ccc1O
→ 7	1	-2	·	·	·	2	10	7
- O=C(Nc1ccc(Cl)cc1C(=O)Nc1ccccn1)c1ccco1
→ 4	0	-3	-2	13	6	17	1	-3
- Cc1c(C(=O)OCC(=O)N(CCC#N)c2ccccc2)oc2c1ccc1ccccc12
→ 3	-8	-4	-11	3	-1	9	0	9
- CCCCCN(C(=O)CCC(=O)OCc1ccccc1C(F)(F)F)c1c(N)n(CCCC)c(=O)[nH]c1=O
→ 9	1	5	-7	4	7	-2	0	7
- Cc1cccc(NC(=O)c2nc[nH]c2C(=O)N(C)Cc2ccccc2)c1
→ ·	-1	4	1	-2	-2	-6	7	7
- Nc1nnn(CC(=O)N/N=C/c2cccc(Cl)c2)n1
→ -6	1	3	1	14	5	-20	6	-3
- COc1ccc(/C=C/C(=O)N2CCNC(=O)C2)c(OC)c1
→ -1	0	-8	-5	7	-6	-6	-1	3
- CC1CCCCC12NC(=O)N(CC(=O)Nc1ccc(N3CCOCC3)cc1)C2=O (centres undefined)
→ 3	-4	4	6	9	5	11	0	5
- Cc1nc2c(sc3nc4c(cc32)COC(C)(C)C4)c(=O)o1
→ -4	-3	-2	11	-2	3	-2	4	9
- CC(C)Sc1nc(N)c2c3c(sc2n1)CN(C)CC3
→ -1	-3	-2	5	3	0	-3	5	11

# Reprinted at random: 5 compounds from above
# The line under a structure holds: EBNA-1 inh	LYPLA1 inh	LYPLA2 inh	PAFAH2 inh	PAFAH1B3 FP inh	PAFAH1B2 FP inh	ZTA DNA inh	pPAFAH inh	PREPL inh
- CC(C)Sc1nc(N)c2c3c(sc2n1)CN(C)CC3
→ -1	-3	-2	5	3	0	-3	5	11
- Cc1cccc(NC(=O)c2nc[nH]c2C(=O)N(C)Cc2ccccc2)c1
→ ·	-1	4	1	-2	-2	-6	7	7
- Nc1nnn(CC(=O)N/N=C/c2cccc(Cl)c2)n1
→ -6	1	3	1	14	5	-20	6	-3
- Cc1nc2c(sc3nc4c(cc32)COC(C)(C)C4)c(=O)o1
→ -4	-3	-2	11	-2	3	-2	4	9
- Cc1c(C(=O)OCC(=O)N(CCC#N)c2ccccc2)oc2c1ccc1ccccc12
→ 3	-8	-4	-11	3	-1	9	0	9

# More structures follow.
# The line under a structure holds: EBNA-1 inh	LYPLA1 inh	LYPLA2 inh	PAFAH2 inh	PAFAH1B3 FP inh	PAFAH1B2 FP inh	ZTA DNA inh	pPAFAH inh	PREPL inh
- O=C(CN1C(=O)NC2(CCCC2)C1=O)NCCN1C(=O)S/C(=C\c2ccccc2F)C1=O
→ -11	1	-3	0	4	8	1	-7	18
- COc1ccc(-n2nc(C(=O)NCC(=O)Nc3cc(OC)ccc3OC)c3ccccc3c2=O)cc1
→ -11	-2	1	-2	3	-7	4	0	8
- CCCCOc1cccc(C(=O)N(Cc2ccccc2)C2CCS(=O)(=O)C2)c1 (centres undefined)
→ -5	2	3	1	6	3	-2	6	11
- CCOCCCN(C(=O)Nc1ccc(CC)cc1)C1CCN(C(C)=O)CC1
→ 2	0	-2	-1	-5	0	14	2	5

# Bioassay records: PubChem, The Scripps Research Institute Molecular Screening Center
